Screens from PubChem BioAssay.
NTMT1 inh: blocks human N-terminal methyltransferase 1 activity. NTMT1 MTase-Glo SAH luminescence, purified enzyme. Potency, µM (top dose mostly 114 µM), for the others: at the top dose activity change, negative = inhibition, actives largely listed as inhibitors. AID 1645870. Q9BV86. actives 2.5% (n = 59,000);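 note: plate controls were DMSO vehicle for no effect and no enzyme for full effect; nearly all actives have a fitted effect of over 65% in size; many of its hits are not listed in these tables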
Target sequence (Q9BV86 whole entry, looked up): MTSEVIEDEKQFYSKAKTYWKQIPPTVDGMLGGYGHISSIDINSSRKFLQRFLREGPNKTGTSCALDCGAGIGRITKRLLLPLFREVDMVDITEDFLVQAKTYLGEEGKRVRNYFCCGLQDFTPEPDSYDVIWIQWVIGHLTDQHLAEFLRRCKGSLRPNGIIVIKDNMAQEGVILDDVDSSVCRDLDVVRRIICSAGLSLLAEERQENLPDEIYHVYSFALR
FH mod: Identification of activators of human fumarate hydratase by quantitative high-throughput screening. actives 0.22% (n = 54,000). FH coupled MDH/diaphorase resazurin fluorescence, 15 min. Fumarate hydratase, mitochondrial (Homo sapiens), P07954. Potency, µM (doses to about 79.9 µM), for inactives: at the top dose activity change, negative = inhibition, actives largely listed as inhibitors; note: the screen sought activators but most active calls are inhibition curves; nearly all actives have a fitted effect of over 45% in size
Target sequence (P07954 whole entry, looked up): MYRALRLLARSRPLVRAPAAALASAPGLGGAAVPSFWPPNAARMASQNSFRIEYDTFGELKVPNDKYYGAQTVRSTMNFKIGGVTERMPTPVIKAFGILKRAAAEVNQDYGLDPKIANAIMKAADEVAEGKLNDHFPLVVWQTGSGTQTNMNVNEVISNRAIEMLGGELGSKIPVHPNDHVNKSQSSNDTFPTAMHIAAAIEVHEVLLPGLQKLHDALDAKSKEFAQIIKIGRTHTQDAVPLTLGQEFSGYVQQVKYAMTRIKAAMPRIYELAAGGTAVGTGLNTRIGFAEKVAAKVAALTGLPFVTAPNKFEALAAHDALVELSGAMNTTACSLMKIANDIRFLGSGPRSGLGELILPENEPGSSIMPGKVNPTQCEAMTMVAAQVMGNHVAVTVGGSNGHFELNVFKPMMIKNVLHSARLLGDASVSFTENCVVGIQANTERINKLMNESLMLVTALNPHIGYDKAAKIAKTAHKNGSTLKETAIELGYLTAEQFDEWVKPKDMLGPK
The depositor's hits bear a star; u = inconclusive; & = joins results of further samples; ! = repeats disagree; [ ] = another dose, or the depositor's remark. Calls come from the whole dose curve; as a rule, active = well fitted curve in the direction sought with a large enough effect; inconclusive = small, poorly fitted or top-dose-only effect, or another doubt; inactive = no such curve, though single readings can be large; an effect the other way counts as inactive or inconclusive. Unless noted, % is set by controls: 0 for no effect and ±100 for the full control effect; potency is the fitted concentration of half-maximal effect.

SMILES	NTMT1 inh	FH mod
c1ccc(CNc2nc(N3CCOc4ccccc43)nc3c2CCCC3)cc1	u	-5.2%
CN(C)N=Nc1nc[nH]c1C(N)=O	11.3%	-1.8%[53.3 µM]
Nc1ncnc(Nc2ccc(OCc3ccccc3)c(Cl)c2)c1/C=N/OCCN1CCOCC1	5.6%	u
CCNC(=O)[C@H]1O[C@@H](n2cnc3c(N)nc(NCCc4ccc(CCC(=O)O)cc4)nc32)[C@H](O)[C@@H]1O	u	0.3%
Oc1c(Cl)cc(Cl)c2cccnc12	57.6%&73.3%[57.5 µM]	15.5%&14.3%[53.3 µM]
C=CCNC(N)=S	-21.2%[57.5 µM]	-7.5%[53.3 µM]
CCN1/C(=C/C(C)=O)Sc2ccc(OC(C)=O)cc21	6.3%	-1.1%
CC(C)c1nc(-c2ccc(NC(=O)Nc3cccc(C(F)(F)F)c3)c3ccccc23)c2c(N)nccn12	2.8%[57.5 µM]	-12.4%
O=NN(CCCl)C(=O)NCCCl	-18.8%&22.0%[57.5 µM]	-24.5%&5.1%&0.0%[53.3 µM]
O=C(O)c1ccccc1C(=O)Nc1ccc(S(=O)(=O)Nc2nccs2)cc1	u	0.2%[53.3 µM]
C[C@H]1[C@H](C)CC[C@]2(C(=O)O[C@@H]3O[C@H](CO)[C@@H](O)[C@H](O)[C@H]3O)CC[C@]3(C(=O)O)C(=CCC4[C@@]5(C)CC[C@H](O[C@@H]6O[C@H](CO)[C@@H](O)[C@H](O)[C@H]6O)C(C)(C)C5CC[C@]43C)[C@H]12 (stereo not given in full)	1.7%[12.6 µM]	-0.8%[20.6 µM]
N[C@@H](Cc1cc(I)c(O)c(I)c1)C(=O)O	14.1µM*	-20.4%[53.3 µM]
O[C@@H](c1cc(C(F)(F)F)nc2c(C(F)(F)F)cccc12)[C@H]1CCCCN1	u	-6.8%[53.3 µM]
C/C=C(/C)C(=O)O[C@H]1[C@H](OC(=O)/C(C)=C\C)[C@@]23C(CC1(C)C)[C@]1(CCC4[C@@]5(C)CC[C@H](O[C@@H]6O[C@H](C(=O)O)[C@@H](O)[C@H](O[C@@H]7O[C@H](CO)[C@H](O)[C@H](O)[C@H]7O[C@@H]7O[C@@H](C)[C@H](O)[C@@H](O)[C@H]7O[C@@H]7OC[C@@H](O)[C@H](O)[C@H]7O)[C@H]6O[C@@H]6O[C@H](CO)[C@H](O)[C@H](O)[C@H]6O)C(C)(C)C5CC[C@@]4(C)[C@]1(C)C[C@H]2O)O[C@H]3O (stereo not given in full)	-2.1%[6.45 µM]	7.3%[13.5 µM]
C=C(CCC1C(C)(O)CCC2C(C)(C)C(O)CCC12C)C(O)CO (stereo not given)	-13.0%[29.8 µM]	-12.6%[53.3 µM]
CCCCc1nc(C)c(CC(=S)N(C)C)c(=O)n1Cc1ccc(-c2ccccc2-c2nn[nH]n2)cc1	-6.5%[57.5 µM]	2.0%
CCOC(=O)C(C)Oc1cccc2c(=O)n(CC(=O)Nc3ccc4c(c3)OCCO4)ccc12 (stereo not given)	u	-11.4%&-1.4%[53.3 µM]
COc1ccccc1C(=O)Nc1cccc(NC(=O)c2cccc(C)c2)c1	-24.9%[57.5 µM]	-10.4%
CC1OC(O[C@H]2[C@@H](O)C[C@@]3(C)C([C@H](O)C[C@]4(C)C3CC=C3C5CC(C)(C)CC[C@]5(C(=O)OC5OC(CO)C(O)C(O)C5OC5OCC(OC6OCC(OC7OCC(O)C(O)C7O)C(O)C6O)C(OC6OCC(O)(CO)C6O)C5O)CC[C@]34C)[C@]2(C)CO)C(O)C(O)C1O (stereo not given in full)	-3.8%[6.45 µM]	3.9%[13.5 µM]
O=C(O)c1ccc(NC(=O)[C@H](CC2CCCC2)n2cnc(C(F)(F)F)c2)nc1	-4.7%[57.5 µM]	-3.9%
C=C1C(O)C(O)C2(CC3C(C)=CCC4C(C)(C(=O)O)CCCC34C)OC2C1O (stereo not given)	-14.3%[29.8 µM]	-13.1%[53.3 µM]
CC(C)=CCC/C(C)=C/CO[C@@H]1O[C@H](CO[C@@H]2OC[C@](O)(CO)[C@H]2O)[C@@H](O)[C@H](O)[C@H]1O	-14.4%[29.8 µM]	-1.3%[53.3 µM]
O=C(Nc1cccc(Nc2cc(Nc3cccc(C(F)(F)F)c3)ncn2)c1)C1CC1	10µM*	u
O=S(=O)(NCCNCC=Cc1ccc(Br)cc1)c1cccc2cnccc12	21.2%[57.5 µM]	0.6%[53.3 µM]
COc1cc2c(cc1O)CCC1C2CC[C@@]2(C)C1CC[C@@H]2O (stereo not given in full)	u	8.4%[53.3 µM]
CC(=O)O[C@@H]1CC[C@@]2(C)[C@H](CC[C@@H]3[C@@H]2C[C@H](OC(C)=O)[C@]2(C)[C@@H](C(C)=O)CC[C@@H]32)C1	5.4%[57.5 µM]	-12.1%
CN1C[C@H](C(=O)N[C@]2(C)O[C@@]3(O)[C@@H]4CCCN4C(=O)[C@H](Cc4ccccc4)N3C2=O)C[C@@H]2c3cccc4[nH]cc(c34)C[C@H]21	23.9%[57.5 µM]	-16.5%&-7.0%[53.3 µM]
COC(CCc1ccc(O)cc1)CC(=O)CCc1ccc(O)cc1 (stereo not given)	-3.9%[29.8 µM]	1.1%[53.3 µM]
CC1(C)CC2C(C1)C(C)(O)C13CC1(COC3=O)C2O (stereo not given)	16.1%[57.5 µM]	0.1%
CC(C)OC(=O)C1=CN(C(=O)c2ccc(F)c(F)c2)CC(C)(C)c2c1[nH]c1ccccc21	5.7%&12.6%[57.5 µM]	1.6%
Cc1cc(Nc2nc(-c3ccccc3)nc3ccccc23)n[nH]1	-28.5%[57.5 µM]	-4.3%
Cc1sc2c(c1C)C(c1ccc(Cl)cc1)=N[C@@H](CC(=O)Nc1ccc(OCCOCCOCCOCCNc3cccc4c3C(=O)N(C3CCC(=O)NC3=O)C4=O)cc1)c1nnc(C)n1-2 (stereo not given in full)	12.1%	2.5%[53.3 µM]
C[C@@]12CCC[C@H]1[C@@H]1CC[C@H]3C[C@@H](O)CC[C@]3(C)[C@H]1CC2	23.9%[57.5 µM]	-8.3%[53.3 µM]
CC(=O)[C@H]1CCC2C3CCC4=CC(=O)CC[C@]4(C)C3[C@H](O)C[C@@]21C (stereo not given in full)	-8.7%	8.0%
CC1COC2(CCN(c3nc(=O)c4cc(C(F)(F)F)cc([N+](=O)[O-])c4s3)CC2)O1 (stereo not given)	4.2%&9.4%[57.5 µM]	2.7%
CCNc1nc2c(ncn2[C@H]2C[C@H](O)[C@@H](CO)O2)c(=O)[nH]1	-2.4%[57.5 µM]	11.2%
Nc1c(-c2ccccc2)nc(Cl)c2c(O)n[nH]c(=O)c12	-3.0%[57.5 µM]	5.6%
N#Cc1ccc(Oc2ccc3c(c2)COB3O)cc1	u	-14.5%
O=S(=O)(NCCNC/C=C/c1ccc(Br)cc1)c1cccc2cnccc12	-0.6%&-12.8%	-3.7%
CC[C@]1(O)C[C@H]2CN(CCC3=c4ccccc4=N[C]3[C@@](C(=O)OC)(c3cc4c(cc3OC)N(C)[C@H]3[C@@](O)(C(N)=O)[C@H](O)[C@]5(CC)C=CCN6CC[C@]43[C@@H]65)C2)C1	u	-1.6%[53.3 µM]
C=C1C(=O)O[C@@H]2C=C(COC(C)=O)CC/C=C(\CO)CC[C@@H]12	7.0%[29.8 µM]	-8.2%[53.3 µM]
Nc1nccc(Oc2ccc(NC(=O)c3c[nH]cc(-c4ccc(F)cc4)c3=O)cc2F)c1Cl	4.9%&28.0%[57.5 µM]	-13.1%
N#CSCC(=O)O	-31.7%[57.5 µM]	-11.7%[53.3 µM]
OC1(CN2CCC(COc3noc4cccc(O[C@@H]5CCOC5)c34)CC2)CCOCC1	2.5%[57.5 µM]	20.4%
O=C(OCC12OC1C=CC(OC(=O)c1ccccc1)C2O)c1ccccc1 (stereo not given)	11.2%[29.8 µM]	3.1%[53.3 µM]
CNC(=O)c1ccccc1Nc1nc(Nc2ccc3c(c2OC)CCCC(N2CCN(CCO)CC2)C3)ncc1Cl (stereo not given)	-3.8%[57.5 µM]	1.8%
CC(=O)O[C@@H]1C[C@@]23C[C@@]24CC[C@H](OC2OC[C@@H](O)[C@H](O)[C@H]2O)C(C)(C)[C@@H]4CC[C@H]3[C@]2(C)CC3OC4(C[C@@H](C)C3[C@@]12C)OCC1(C)OC14 (stereo not given in full)	-4.2%[12.6 µM]	5.2%[20.6 µM]
OC1C(O)C(O)C(O)C(O)C1O (stereo not given)	21.4%[57.5 µM]	6.3%[53.3 µM]
C=CC1(C)C=C2C(=O)OC(=O)C3=C(CCCC3(C)C)C2(O)CC1 (stereo not given)	-0.8%[29.8 µM]	4.1%[53.3 µM]
CN(C)CC(C)(C)CNc1nn2c(-c3ccccc3)nnc2cc1C1CCC1	-0.9%&17.0%[57.5 µM]	1.6%
C=C1CCC2C(C)(C)C(O)CCC2(C)C1CCC(C)CCO (stereo not given)	8.5%[29.8 µM]	-5.1%[53.3 µM]
COc1ccc(C2CC(c3ccccc3)=NN2c2ccc(S(N)(=O)=O)cc2)cc1 (stereo not given)	2.0%&-0.5%[57.5 µM]	-15.1%
Fc1ccc(Cl)cc1-c1nc(Nc2ccncc2)c2nccnc2n1	39.8µM*!	8.2%
C=C1C(=O)O[C@@H]2[C@H]3C(C)=CC(=O)C3=C(C)CC[C@@H]12	12.3%[57.5 µM]	2.2%
NS(=O)(=O)c1ccc(-n2nc(C(F)(F)F)cc2-c2ccc(Cl)cc2)cc1	3.5%[57.5 µM]	u
C[C@@H](O)[C@H]1C(=O)N2C(C(=O)O)=C([C@H]3CCCO3)S[C@H]12	-3.1%[57.5 µM]	-0.9%[53.3 µM]
CC(C(=O)O)C1CCC2(C)C3C(=O)C=C4C(CCC(=O)C4(C)C)C3(C)CCC12C (stereo not given)	9.8%[29.8 µM]	0.7%[53.3 µM]
CC1(C)S[C@H]2[C@H](NC(=O)[C@@H](N)c3ccc(O)cc3)C(=O)N2[C@@H]1C(=O)O	-29.6%[57.5 µM]	2.1%[53.3 µM]
CC1(C)C(=O)N2c3ccccc3C(O)(CC(C(=O)O)n3cnc4ccccc4c3=O)C2N1O (stereo not given)	2.2%[29.8 µM]	4.4%[53.3 µM]
CC(C)(O)c1ccc2c(c1)C(=O)C[C@H]1[C@](C)(C(=O)O)CCC[C@]21C	13.7%[29.8 µM]	-0.9%[53.3 µM]
More entries:
SMILES	NTMT1 inh	FH mod
Cc1cccc(Nc2ccccc2C(=O)O)c1C	17.7%[57.5 µM]	-2.9%[53.3 µM]
C/C=C/C(O)C1OC(=O)CC1Nc1ccc(C(=O)O)cc1 (stereo not given)	8.5%[57.5 µM]	2.3%
NC[C@H]1O[C@H](O[C@H]2[C@H](O)[C@@H](O[C@H]3O[C@H](CO)[C@@H](O)[C@H](N)[C@H]3O)[C@H](N)C[C@@H]2N)[C@H](N)[C@@H](O)[C@@H]1O	0.2%[29.8 µM]	6.3%[20.6 µM]
C[C@H]1[C@H](C)C[C@@H](C(=O)O)C2CC[C@]3(C)C(=CC[C@@H]4[C@@]5(C)CC[C@H](O)C(C)(C)[C@@H]5CC[C@]43C)[C@@H]21 (stereo not given in full)	4.9%[57.5 µM]	-0.8%
CC(C)OC(=O)C(C(=O)OC(C)C)=C1SC=CS1	u	-1.0%&-2.7%[53.3 µM]
CC(=O)OC[C@H]1O[C@@H](n2ncc(=O)[nH]c2=O)[C@H](OC(C)=O)[C@@H]1OC(C)=O	0.1%[57.5 µM]	4.7%[53.3 µM]
N#Cc1cc(C2=Nc3ccc(Br)cc3NC(=O)C2)ccn1	5.4%[57.5 µM]	-8.6%
CCC(C)CNCC(=O)N1CCC2SC=CC2C1COc1cccc(C)c1 (stereo not given)	-6.1%[57.5 µM]	0.7%
CC1(C)CCC(C)(C)c2cc(C#Cc3ccc(C(=O)O)cc3)ccc21	-3.0%[57.5 µM]	u
CC(=O)O[C@@H]1[C@@H](OC(=O)/C=C/c2ccccc2)[C@H](C)O[C@@H](O[C@H]2[C@@H]3C=CO[C@@H](O[C@@H]4O[C@H](CO)[C@@H](O)[C@H](O)[C@H]4O)[C@@H]3[C@@]3(CO)O[C@@H]23)[C@@H]1OC(C)=O	13.3%[12.6 µM]	8.4%[20.6 µM]
FC(F)(F)c1ccc(C=Cc2nc(COc3ccc(CCCCn4ccnn4)cc3)co2)cc1	u	-2.7%[53.3 µM]
Oc1cc(CNC(=S)/C=C/c2cc(O)c(O)c(Br)c2)cc(O)c1O	44.7µM*	u

Single records, as listed above. Order of screens: NTMT1 inh | FH mod
Profile of `CC(=O)OC[C@H]1O[C@@H](n2ncc(=O)[nH]c2=O)[C@H](OC(C)=O)[C@@H]1OC(C)=O` : 0.1%[57.5 µM] | 4.7%[53.3 µM]
Profile of `C[C@H]1[C@H](C)C[C@@H](C(=O)O)C2CC[C@]3(C)C(=CC[C@@H]4[C@@]5(C)CC[C@H](O)C(C)(C)[C@@H]5CC[C@]43C)[C@@H]21` (stereo not given in full) : 4.9%[57.5 µM] | -0.8%
Profile of `NC[C@H]1O[C@H](O[C@H]2[C@H](O)[C@@H](O[C@H]3O[C@H](CO)[C@@H](O)[C@H](N)[C@H]3O)[C@H](N)C[C@@H]2N)[C@H](N)[C@@H](O)[C@@H]1O` : 0.2%[29.8 µM] | 6.3%[20.6 µM]

(listing goes on)
SMILES	NTMT1 inh	FH mod
COc1cc(F)c(C(C)C)cc1-c1ccc(C(F)(F)F)cc1CN1C(=O)OC(c2cc(C(F)(F)F)cc(C(F)(F)F)c2)C1C (stereo not given)	4.9%[57.5 µM]	2.2%
N=C(N)N	-15.9%[57.5 µM]	-2.8%[53.3 µM]
C=C(C(=O)O)[C@@H]1CC=C(CCC(C)=O)[C@@H](C)CC1	1.0%[57.5 µM]	-16.4%
[O-][n+]1cccc(CO)c1	-11.7%[57.5 µM]	-0.2%[53.3 µM]

The list is partial; count on the stated rates, not on these rows.
